High-throughput results from PubChem BioAssay.
HCMV inh: blocks human cytomegalovirus replication; HFF cells, HCMV-luciferase reporter, 72 h; active compounds read low; actives 4.5% (n = 410,000); activity change, negative = inhibition, % at 57.5 µM; AID 1259415; in the data active = activity change below about -60%; inconclusive = no clear call, values can overlap the other calls; inactive = above about -39%
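Two-dose cell screen: HFF monolayers treated with compounds and infected with luciferase-expressing HCMV at 1 PFU/cell, 72 h at 37C, then lysed for luciferase measurement.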
TbPYK inhibitor: T. brucei pyruvate kinase inhibition. Q57TT1. TbPYK enzyme, Kinase-Glo Plus ATP luminescence, 45 min. Potency, µM (top dose mostly 76.8 µM), without a hit: top-dose activity, negative = inhibition, hits mostly inhibitors. actives 0.12% (n = 410,000). AID 624173; also: potency is read from the fitted curve at half-maximal effect; nearly all actives have a fitted effect of over 50% in size
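Activity of T. brucei pyruvate kinase was followed by Kinase-Glo Plus luminescence after the enzyme reacted 45 min at room temperature with 130 uM ADP (final) and substrate. Test compounds were added before ADP at multiple concentrations.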
AMA1-RON2 inh: AMA1-RON2 (P. falciparum) interaction inhibition | AlphaScreen AMA1-biotinylated RON2 peptide binding | Potency, µM (top dose mostly 58.2 µM), without a hit: at the top dose activity change, negative = inhibition, usual class: inhibitors | actives 0.2% (n = 360,000);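 also: potency is read from the fitted curve at half-maximal effect; 0% = vehicle wells and -100% = peptide control; nearly all actives have a fitted effect of over 45% in size; some results filed as inactive show a strong effect at the top dose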
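AMA1 (3D7) with his tag at 25 nM final met compounds first, then biotinylated RON2 peptide at 25 nM; detection used donor plus acceptor beads, 10 µg/mL apiece, read by AlphaScreen after 30 min at room temperature.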
AmpC detergent: AmpC beta-lactamase inhibition with detergent present; P00811; AID 485294; actives 0.041% (n = 370,000); AmpC hydrolysis of nitrocefin, absorbance 480 nm, 0.01% Triton; Potency, µM (doses to about 114 µM), for the others: at the highest dose activity change, negative = inhibition, most hits filed as inhibitors;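 also: potency is read from the fitted curve at half-maximal effect; 0% = no-compound wells and -100% = no-enzyme wells; nearly all actives have a fitted effect of over 25% in size; some results filed as inactive show a strong effect at the top dose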
Target sequence (P00811 whole entry, looked up): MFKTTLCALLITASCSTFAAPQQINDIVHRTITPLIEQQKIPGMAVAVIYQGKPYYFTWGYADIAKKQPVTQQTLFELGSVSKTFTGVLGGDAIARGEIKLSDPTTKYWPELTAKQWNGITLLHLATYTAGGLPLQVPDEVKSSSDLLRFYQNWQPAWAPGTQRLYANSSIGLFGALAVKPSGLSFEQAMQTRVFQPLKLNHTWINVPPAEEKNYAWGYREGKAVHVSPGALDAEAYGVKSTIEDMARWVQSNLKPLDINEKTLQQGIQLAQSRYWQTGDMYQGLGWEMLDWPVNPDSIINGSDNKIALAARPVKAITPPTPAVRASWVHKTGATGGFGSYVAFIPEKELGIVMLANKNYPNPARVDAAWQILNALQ
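AmpC (5.3 nM in the dispensed reagent) in 20 mM phosphate pH 7.0 with 0.01% (detergent screen) or 0.0001% Triton X-100 was preincubated with compounds for 15 min at room temperature. Nitrocefin was then added from an 800 uM solution, and hydrolysis was followed at 480 nm.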
AmpC inh no detg: AmpC beta-lactamase inhibition without detergent; P00811; AmpC nitrocefin hydrolysis, absorbance 480 nm, 0.0001% Triton; actives 0.52% (n = 330,000); Potency, µM (series often up to 57.1 µM), for inactives: at the highest dose activity change, negative = inhibition, actives largely listed as inhibitors;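 also: potency is read from the fitted curve at half-maximal effect; plate controls were no compound for no effect and no enzyme for full effect; nearly all actives have a fitted effect of over 20% in size; some results filed as inactive show a strong effect at the top dose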
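20 mM phosphate pH 7.0 + 0.01% (detergent screen) or 0.0001% Triton X-100; 5.3 nM AmpC reagent; cpd preinc 15 min RT; nitrocefin (800 uM stock) to start; A480 q20 s × 4 min; Activity was normalised to no-enzyme and no-compound control wells.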
Sm TGR inh: S. mansoni TGR enzyme inhibition | Q962Y6 | purified TGR, DTNB reduction, TNB absorbance 405 nm | Potency, µM (top dose mostly 114 µM), for inactives: at the highest dose activity change, negative = inhibition, most hits filed as inhibitors | actives 3% (n = 360,000) | AID 485364; also: potency is read from the fitted curve at half-maximal effect; nearly all actives have a fitted effect of over 60% in size
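First, TGR (20 nM dispensed) and NADPH were mixed with compound. Second, a 15 min room-temperature incubation followed. Third, further NADPH and then DTNB were added to start the reaction. Finally, TNB absorbance was monitored kinetically.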
LmPK inhibitor: inhibitors of Leishmania mexicana pyruvate kinase; Q27686; Potency, µM (series often up to 57.5 µM), for inactives: at the top dose activity change, negative = inhibition, actives largely listed as inhibitors; AID 1721; purified LmPK, Kinase-Glo ATP luminescence, 1 h; actives 0.37% (n = 290,000); also: potency is read from the fitted curve at half-maximal effect
Target sequence (Q27686 whole entry, looked up): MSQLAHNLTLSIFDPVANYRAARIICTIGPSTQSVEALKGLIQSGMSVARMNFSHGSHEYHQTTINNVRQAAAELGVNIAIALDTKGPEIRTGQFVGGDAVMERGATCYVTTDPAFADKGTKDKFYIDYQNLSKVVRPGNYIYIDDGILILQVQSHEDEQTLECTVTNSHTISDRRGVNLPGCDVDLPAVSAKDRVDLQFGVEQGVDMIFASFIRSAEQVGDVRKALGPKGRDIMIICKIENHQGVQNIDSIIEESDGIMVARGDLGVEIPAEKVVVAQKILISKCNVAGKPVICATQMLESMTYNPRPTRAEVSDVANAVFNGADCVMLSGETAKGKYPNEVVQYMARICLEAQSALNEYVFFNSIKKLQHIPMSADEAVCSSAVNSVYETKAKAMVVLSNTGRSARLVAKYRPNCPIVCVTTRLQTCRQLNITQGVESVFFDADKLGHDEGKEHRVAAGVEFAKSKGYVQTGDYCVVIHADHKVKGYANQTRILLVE
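Purified LmPK (0.1 nM) converted ADP (0.1 mM) to ATP with PEP (0.5 mM) in imidazole buffer pH 7.2 with KCl and MgCl2, 1 h at room temperature. ATP was read by Kinase-Glo luminescence; data normalized to uninhibited and no-enzyme controls.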
An asterisk follows results filed as active; ? = inconclusive; . = not tested or not shown; [ ] = another dose, or the depositor's remark. Unless noted, calls follow the shape of the dose curve; as a rule, active = well fitted curve in the direction sought with a large enough effect; inconclusive = small, poorly fitted or top-dose-only effect, or another doubt; inactive = no such curve, though single readings can be large; an effect the other way counts as inactive or inconclusive. Unless noted, % is scaled to controls: 0 for no effect and ±100 for the full control effect.

SMILES	HCMV inh	TbPYK inhibitor	AMA1-RON2 inh	AmpC detergent	AmpC inh no detg	Sm TGR inh	LmPK inhibitor
COc1ccc(N2C(=O)C(F)(F)C2c2cccc(F)c2)cc1 (stereo not given)	16	-1%	-2%	-3%	-30%	-11%	-2%
Cc1cc(C(=O)N/N=C/c2ccc(-c3cccc([N+](=O)[O-])c3)o2)n[nH]1	-29	2%	13%	?	-20%	-18%	1%
COc1ccc2oc3cc(C)[n+]([O-])c(-c4ccc(C)cc4)c3c2c1	-93*	3%	-10%	-4%	15%	-2%	2%
COC(=O)CSc1c(-c2ccccc2)c2cc(Cl)ccc2[nH]c1=O	7	-5%	-1%	?	-6%	14%	2%
Cc1cn2c(=O)cc(COc3ccc(Cl)cc3)nc2s1	6	-6%	.	5%	.	6%	.
COCCCNc1nc2c(c(=O)[nH]c(=O)n2C)n1CCCc1ccccc1	91	-6%	10%	-9%	-7%	?	3%
O=C(O)c1ccccc1-c1ccccc1C(=O)Nc1cccc(-c2nc3ccccc3o2)c1	-31	2%	0%	11%	-10%	15%	5%
CCC(C)NC(=O)CS(=O)Cc1nc(-c2ccccc2C)oc1C (stereo not given)	-2	-2%	12%	?	12%	8.9µM*	8%
CC1(C)CC(=O)c2cc(-c3nc(-c4ccc(Cl)cc4)cs3)c(=O)n(-c3cccc(F)c3)c2C1	-6	-1%	.	-8%	.	0%	.
CC(=O)c1ccc(NC(=O)CSc2ccc3nnc(CCNS(=O)(=O)c4ccc(C)cc4)n3n2)cc1	-6	0%	.	12%	.	-3%	.
COc1ccccc1NC(=O)N1CCCC1C(=O)NCc1ccccc1 (stereo not given)	28	0%	4%	-3%	-5%	9%	-7%
CC(C)Sc1nc2c([nH]c3ccccc32)c(=O)n1C	-20	1%	-6%	6%	-16%	7%	2%[11.5 µM]
CC(C)(CC(=O)O)CC(=O)Nc1ccc(Cl)c(Cl)c1	21	0%	1%	-3%	-6%	5%	-12%
O=C(COC(=O)/C=C/c1cccc(C(F)(F)F)c1)NCc1ccco1	13	-9%	23%	0%	-14%	-19%	.
O=C(OCc1cnc(Cl)s1)c1ccccc1Cl	75	1%	10%	-2%	-24%	1%	-2%
Cc1ccc(NC(=O)CN2CCOCC2)cc1Cl	-13	-3%	2%	-12%	-6%	-16%	4%
CC1CCN(C(=O)c2cccc(S(=O)(=O)N3CCN(c4ccccc4)CC3)c2)CC1	-21	-2%	16%	-16%	-13%	0%	.
CCc1ccc(NC(=O)COC(=O)c2cccs2)cc1	-15	-4%	0%	4%	-25%	7%	0%
COC(=O)c1ccccc1NC(=O)c1ccc2nc(CCc3ccccc3)oc2c1	11	-6%	.	17%	.	12%	.
CN(C)C(=S)Oc1ccccc1C1SCCS1	-13	3%	-7%	.	.	.	.
COc1cc(C(=O)NCc2ccncc2)cc(OC)c1OC	-31	-7%	-8%	-2%	-10%	0%	1%
COc1ccccc1N(Cc1ccccc1)S(=O)(=O)c1cccc(C(=O)Nc2ccccn2)c1	?	-2%	-5%	-14%	-26%	-15%	-5%
CCS(=O)(=O)Nc1cc2c3c(c1)CCC(=O)N3CCC2	53	-9%	-2%	0%	-6%	3%	1%
CCn1cc(/C=C(\NC(=O)c2ccc(OC)c(OC)c2)C(=O)NCCCO)c2ccccc21	-37	0%	8%	2%	58%	-2%	5%[11.5 µM]
COc1ccc(C(C)NC(=O)C2CCCO2)cc1OC (stereo not given)	-16	-3%	3%	-7%	-6%	2%	-4%

Next part; the last three above are carried over.
SMILES	HCMV inh	TbPYK inhibitor	AMA1-RON2 inh	AmpC detergent	AmpC inh no detg	Sm TGR inh	LmPK inhibitor
CCS(=O)(=O)Nc1cc2c3c(c1)CCC(=O)N3CCC2	53	-9%	-2%	0%	-6%	3%	1%
CCn1cc(/C=C(\NC(=O)c2ccc(OC)c(OC)c2)C(=O)NCCCO)c2ccccc21	-37	0%	8%	2%	58%	-2%	5%[11.5 µM]
COc1ccc(C(C)NC(=O)C2CCCO2)cc1OC (stereo not given)	-16	-3%	3%	-7%	-6%	2%	-4%
O=C(Nn1c(-c2ccc(F)cc2)nc2ccccc2c1=O)c1cccnc1	-36	1%	2%	-2%	-13%	5%	9%[11.5 µM]
OC[C@H]1O[C@@H](O[C@@H]2[C@@H](CO)O[C@@](O)(CO)[C@H]2O)[C@H](O)[C@@H](O)[C@H]1O	-14	3%	0%	?	-14%	-4%	.
COc1ccc(S(=O)(=O)NCCCn2ccnc2)cc1Cl	20	-1%	0%	1%	-13%	-1%	2%
COc1ccc(-n2c(SCC(=O)NCc3ccc(F)cc3)nc3c([nH]c4ccccc43)c2=O)cc1	-24	2%	.	3%	.	9%	.
CC(C)=C(NC(=O)c1ccccc1Cl)C(=O)NCCc1nc2ccccc2[nH]1	-26	-11%	-9%	.	.	.	.
CC(C)c1ccc(CN(C)CC(O)c2ccccc2)cc1 (stereo not given)	4	-14%	7%	2%	-4%	-1%	12%
O=C(Cc1ccc(Cl)cc1)c1c[nH]c(C(=O)NCCCN2CCOCC2)c1	?	4%	-14%	-11%	43%	-3%	-2%
Cc1cc(=O)n(CC(=O)NC(C)c2ccccc2)c2c1c(C)nn2-c1cccc(F)c1 (stereo not given)	4	2%	.	?	.	-9%	.
Cc1ccc(Cl)cc1N1CCN(C(=O)c2ccc(CN3CCOCC3)cc2)CC1	6	1%	-7%	-7%	179%[activator]	-17%	4%
CCCNC(=O)c1ccccc1N1CCN(CCCCN2C(=O)C3CCCCN3C2=O)CC1 (stereo not given)	12	0%	11%	-16%	30%	-2%	-1%
CCOC(=O)N1CCN(Cc2nc3cc(NC(=O)CC(C)C)ccc3n2CC)CC1	15	0%	7%	-6%	49%	12%	-8%
O=C(O)Cn1nc(-c2ccccc2)cc1-c1ccccc1	58	-4%	-21%	-3%	-25%	0%	-5%
COc1ccc(CC2(CO)CCN(Cc3cnn(C)c3C)CC2)cc1	0	0%	-5%	-5%	-5%	-8%	4%
Cc1c(C(=O)N2CCC(N3CCSCC3)CC2)oc2c(F)cccc12	-19	-18%	-4%	?	53%	4%	18%
COCC(=O)N(Cc1cc2cc(OC)ccc2[nH]c1=O)c1ccccc1	-7	-3%	6%	?	-11%	-6%	8%
CC1CCCC(C)N1C(=O)COC(=O)CNS(=O)(=O)c1ccc2ccccc2c1 (stereo not given)	57	-1%	-3%	.	.	.	.
COc1cccc(N2CCN(C3CCCC(C)C3)CC2)c1 (stereo not given)	28	-13%	-5%	-4%	-36%	4%	5%
CCCCCCCc1nc2sc3c(c2c(=O)n1N)CC(C)(C)OC3	0	3%	0%	-1%	-15%	15%	7%
Cc1ccc(CC2CC(=O)N(c3nc(C)cc(C)n3)C2=O)cc1 (stereo not given)	-6	4%	5%	-1%	0%	-3%[57.1 µM]	-1%
CSc1cccc(CNC(=O)C2CCC(=O)N(CC3CCCCC3)C2)c1 (stereo not given)	-21	2%	-14%	5%	147%[activator]	-24%	-6%
O=C(NCCC1=CCCCC1)C1CCN(C(=O)Nc2ccccc2)CC1	-17	4%	5%	-5%	-18%	7%	3%
CCOC(=O)C(=O)Nc1cc(C)on1	20	3%	10%	-4%	11%	3%	16µM*
COc1cc(OC)c(NS(=O)(=O)c2ccc(Cl)c(C(=O)OC(C)C(=O)N3CCCC3)c2)cc1Cl (stereo not given)	-64*	-11%	-15%	-2%	183%[activator]	-17%	2%
CCOC(=O)c1c(C)n(C)c2cc(OCCN(CC)CC)ccc12	-35	-2%	0%	5%	-3%	3%	-11%
O=C(Cc1ccc(Cl)cc1Cl)Nc1ccncc1	-66*	0%	1%	-3%	-27%	-2%	-7%

Some of these compounds in order of formula weight, highest first.
SMILES	HCMV inh	TbPYK inhibitor	AMA1-RON2 inh	AmpC detergent	AmpC inh no detg	Sm TGR inh	LmPK inhibitor
CC1CCCC(C)N1C(=O)COC(=O)CNS(=O)(=O)c1ccc2ccccc2c1 (stereo not given)	57	-1%	-3%	.	.	.	.
O=C(Cc1ccc(Cl)cc1)c1c[nH]c(C(=O)NCCCN2CCOCC2)c1	?	4%	-14%	-11%	43%	-3%	-2%
CCCCCCCc1nc2sc3c(c2c(=O)n1N)CC(C)(C)OC3	0	3%	0%	-1%	-15%	15%	7%

Additional entries follow.
SMILES	HCMV inh	TbPYK inhibitor	AMA1-RON2 inh	AmpC detergent	AmpC inh no detg	Sm TGR inh	LmPK inhibitor
OC(COc1c(Br)cc(Br)cc1Br)CN1CCOCC1 (stereo not given)	0	-10%	-24%	-8%	78%[activator]	-2%[11.4 µM]	0%
CCCCCOC(=O)Cn1c(=O)c2c(nc(N3CCOCC3)n2C)n(C)c1=O	-7	-9%	42%[activator]	-5%	43%	-6%	2%
COc1ccc(NC(=O)Cn2c(=O)n(-c3ccccc3)c(=O)c3sccc32)c(OC)c1	-39	-28%	13%	0%	-9%	-1%	2%
C[C@]12CCC3C(CC[C@H]4C[C@@H](O)CC[C@]34C)C1C/C(=N/O)[C@@H]2O (stereo not given in full)	-4	2%	13%	.	-2%	.	.
O=C(CN1C(=O)COc2ccccc21)NCCCN1CCOCC1	27	3%	3%	-9%	-4%	0%	-2%
CC1CCCCC1Nc1nc2ccc(Cl)cc2n2cnnc12 (stereo not given)	-40	8%	-9%	?	16%	6%	1%
COc1ccc(CC(=O)OCC(=O)N2CCCc3ccccc32)cc1	17	-2%	18%	0%	-3%	2%	.
O=c1c2oc3ccccc3c2ncn1Cc1cccc(Cl)c1	22	2%	29%	5%	-19%	0%	2%
Cc1ccc(NC(=O)CSc2nnc3ccccn23)c(Cl)c1	24	1%	-6%	.	.	.	.
O=C(O)C1CCCN(S(=O)(=O)c2ccc(Br)cc2)C1 (stereo not given)	-20	-9%	28%	-1%	-37%	5%	6%
CCc1nnc(NC(=O)c2nn(-c3ccccc3)nc2C)s1	7	-6%	38%[activator]	-2%	73%[activator]	1%	-1%
CCOc1ccc(OCC)c(NC(=O)CC2Oc3ccccc3NC2=O)c1 (stereo not given)	19	-5%	-5%	?	-50%	1%	10%
CCNC(=O)c1c(NC(=O)c2cc(-c3cc(C)cc(C)c3O)n[nH]2)sc2c1CCCC2	-12	-6%	114%[activator]	.	.	.	.

Just HCMV inh, TbPYK inhibitor and AmpC detergent, for two of the compounds above:
SMILES	HCMV inh	TbPYK inhibitor	AmpC detergent
C[C@]12CCC3C(CC[C@H]4C[C@@H](O)CC[C@]34C)C1C/C(=N/O)[C@@H]2O (stereo not given in full)	-4	2%	.
CC1CCCCC1Nc1nc2ccc(Cl)cc2n2cnnc12 (stereo not given)	-40	8%	?
